# LmPK inh – qHTS Assay for Inhibitors of Leishmania Mexicana Pyruvate Kinase (LmPK) | Q27686 | purified LmPK, Kinase-Glo ATP luminescence, 1 h | Potency, µM (doses to about 57.5 µM), without a hit: top-dose activity change, negative = inhibition, hits mostly inhibitors | 290,000 compounds, 0.37% hits; also: potency is read from the fitted curve at half-maximal effect; % is scaled to controls: 0 for no effect and ±100 for the full control effect
# Target sequence (Q27686 whole entry, looked up): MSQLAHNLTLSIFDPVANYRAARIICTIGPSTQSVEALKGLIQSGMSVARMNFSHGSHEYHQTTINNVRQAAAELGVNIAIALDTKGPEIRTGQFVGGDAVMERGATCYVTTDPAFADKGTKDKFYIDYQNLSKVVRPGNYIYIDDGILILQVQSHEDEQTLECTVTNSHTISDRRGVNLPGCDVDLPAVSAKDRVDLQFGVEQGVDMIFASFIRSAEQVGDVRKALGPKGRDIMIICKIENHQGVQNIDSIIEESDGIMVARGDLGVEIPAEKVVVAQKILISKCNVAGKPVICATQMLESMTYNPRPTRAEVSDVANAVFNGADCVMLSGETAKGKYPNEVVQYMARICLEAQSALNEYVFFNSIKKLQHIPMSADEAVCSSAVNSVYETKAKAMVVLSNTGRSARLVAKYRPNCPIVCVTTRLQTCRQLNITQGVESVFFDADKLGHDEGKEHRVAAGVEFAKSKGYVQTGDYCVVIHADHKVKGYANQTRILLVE
#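 ATP generated from ADP (0.1 mM) and PEP (0.5 mM) by 0.1 nM LmPK over 1 h at room temperature (pH 7.2 imidazole buffer) was detected by coupled luciferase luminescence. Values were normalized to uninhibited and no-enzyme wells.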
# AMA1-RON2 inh – qHTS for Inhibitors of AMA1-RON; Towards Development of Antimalarial Drug Lead: Primary Screen | Potency, µM (highest dose often 58.2 µM), inactives show at the highest dose activity change, negative = inhibition, most hits filed as inhibitors | AID 720542, 2013 | AlphaScreen AMA1-biotinylated RON2 peptide binding | Plasmodium falciparum AMA1 (3D7) - RON2 peptide interaction | 360,000 compounds, 0.2% hits;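 also: potency is read from the fitted curve at half-maximal effect; 0% = vehicle wells and -100% = peptide control; nearly all actives have a fitted effect of over 45% in size; some results filed as inactive show a strong effect at the top dose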
#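 AMA1 (3D7) with his tag at 25 nM final met compounds first, then biotinylated RON2 peptide at 25 nM; detection used donor plus acceptor beads, 10 µg/mL apiece, read by AlphaScreen after 30 min at room temperature.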
# Cycloheximide cs – Cycloheximide Counterscreen for Small Molecule Inhibitors of Shiga Toxin. cell reporter, cycloheximide protein synthesis inhibition counterscreen. max response, %. 300,000 compounds, 12% hits. AID 2314, 2010; in the data active = max response mostly above about 13%, no sharp cut-off; inactive = mostly below about 14%; also: read at 38.3 µM for the half of the compounds with a filed dose; 0% is about no effect
# Shiga toxin inh – A qHTS for Small Molecule Inhibitors of Shiga Toxin. Vero cells, Shiga toxin protein synthesis inhibition reporter. inhibition, % at 38.7 µM. 290,000 compounds, 9.2% hits. AID 2315, 2010; in the data active = inhibition mostly above about 28%, no sharp cut-off; inactive = mostly below about 43%; also: 0% is about no effect
# Pf growth 48h – Primary qHTS for delayed death inhibitors of the malarial parasite plastid, 48 hour incubation; P. falciparum luciferase growth in erythrocytes, 48 h; Potency, µM (top dose mostly 28.7 µM), inactives show top-dose activity change, negative = inhibition, hits mostly inhibitors; 310,000 compounds, 5.9% hits; AID 504832, 2011; also: potency is read from the fitted curve at half-maximal effect; % is scaled to controls: 0 for no effect and ±100 for the full control effect
#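 A one-generation exposure of luciferase-tagged malaria parasites in RPMI 1640/Albumax erythrocyte culture, 37 C and 5% CO2. Inhibition is inferred from decreased luminescence after adding detection reagent.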
# TbPYK inhibitor – qHTS of Trypanosoma Brucei Inhibitors; TbPYK enzyme, Kinase-Glo Plus ATP luminescence, 45 min; Potency, µM (top dose mostly 76.8 µM), for inactives: top-dose activity, negative = inhibition, usual class: inhibitors; pyruvate kinase (Trypanosoma brucei), Q57TT1; 410,000 compounds, 0.12% hits; AID 624173, 2012; also: potency is read from the fitted curve at half-maximal effect; % is scaled to controls: 0 for no effect and ±100 for the full control effect; nearly all actives have a fitted effect of over 50% in size
#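 Assay buffer: 50 mM TEA pH 7.2, 100 mM KCl, 10 mM MgCl2, 0.05% BSA, 0.01% Tween-20. Pyruvate kinase from T. brucei plus substrate met compound, then ADP (130 uM final). Luminescence was read post 45 min RT.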
# Pf growth 96h – Primary qHTS for delayed death inhibitors of the malarial parasite plastid, 96 hour incubation; P. falciparum luciferase reporter growth, 96 h; 320,000 compounds, 6.9% hits; Potency, µM (series often up to 28.7 µM), without a hit: at the top dose activity change, negative = inhibition, actives largely listed as inhibitors; AID 504834, 2011; also: potency is read from the fitted curve at half-maximal effect; % is scaled to controls: 0 for no effect and ±100 for the full control effect
#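 Readout is luminescence from an integrated firefly luciferase in P. falciparum. Red cells, 2% hematocrit and 0.05% parasitemia final, were cultured with compound through two parasite generations (96 hours) at 37 C, 5% CO2.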
# The depositor's hits bear a star; i = inactive; ? = inconclusive; nt = not tested or not shown; [ ] = another dose, or the depositor's remark. Unless noted, calls follow the shape of the dose curve; as a rule, active = well fitted curve in the direction sought with a large enough effect; inconclusive = small, poorly fitted or top-dose-only effect, or another doubt; inactive = no such curve, though single readings can be large; an effect the other way counts as inactive or inconclusive.
SMILES	Cycloheximide cs	Pf growth 96h	Pf growth 48h	Shiga toxin inh	LmPK inh	AMA1-RON2 inh	TbPYK inhibitor
CCOC(=O)C1C(C)N=C2SCC(=O)N2C1c1cccc(Br)c1 (centres undefined)	2	10%	?	-2	5%	-8%	5%
CCn1c(=O)cc(OCC(=O)N2CCN(Cc3ccc4c(c3)OCO4)CC2)c2ccccc21	-1	nt	?	-19	-1%	4%	nt
O=c1c2ccccc2nc(-c2ccco2)n1-c1ccc(Br)cc1	4	-14%	?	-8	5%	-2%	-2%
Cc1ccc(NC(=O)N2CCc3ccccc3C2)c(C)c1	42*	-18%	-6%	65*	-2%	0%	-1%
COc1ccc(N2CCN(C(c3cccs3)C(C)NC(=O)C(=O)N3CCCCC3)CC2)cc1 (centres undefined)	1	12µM*	?	-8	11%	-9%	0%
COc1ccc(N2CCN(C(CNC(=O)c3ccco3)c3ccco3)CC2)cc1 (centres undefined)	nt	0%	-10%	nt	nt	-17%	3%
O=C(CN1CC(c2ccccc2)CC1=O)Nc1ccc(F)cc1 (centres undefined)	-2	?	-6%	20	2%	-10%	0%
CCCCCCc1nc2ccccc2c(=O)n1NC(=O)c1c(O)c2cccc3c2n(c1=O)CCC3	-5	?	nt	-12	1%	nt	nt
Cc1nc(CC(C)C)cc(C(=O)N2CCCC(CNS(=O)(=O)c3cccs3)C2)n1 (centres undefined)	4	8.3µM*	18%	7	2%	14%	-1%
CC(=O)COc1ccccc1OC(=O)c1ccco1	-2	6%	nt	-8	2%	-3%	-8%
COc1ccccc1C(=O)NCc1ccncc1	-3	-20%	10%	-19	-1%	4%	0%
Cc1ccc2cccc(OCc3ccc(F)cc3)c2n1	1	?	-8%	-10	-5%	8%	-15%
COc1cc(C2C(C(C)=O)=C(O)C(=O)N2CCN2CCOCC2)ccc1O (centres undefined)	-3	148%[activator]	nt	-4	-14%	1%	0%
CCCCN(C)C(=O)Cn1nc(-c2ccc(Cl)cc2)ccc1=O	-1	-16%	-13%	-10	-3%	-5%	-8%
CCOC(=O)/C(C#N)=C/Nc1ccsc1C(=O)OC	1	-6%	?	-10	5%	-10%	-2%
O=C(NC1CCCC1)C(c1cccs1)N(C(=O)c1ccco1)c1ccc2c(c1)OCCO2 (centres undefined)	15*	15%	?	52*	5%	1%	0%
COc1cc(OC)c2c(=O)c(OC)c(-c3ccc(OC)c(OC)c3)oc2c1	10	?	32%[activator]	10	-2%	8%	-6%
O=C(Cc1ccc(Cl)cc1)NCCS(=O)(=O)N1CCN(c2ccccc2F)CC1	nt	?	?	nt	nt	6%	-2%
COc1ccccc1NC(=O)CSc1nn2c(=O)c(C)nnc2s1	7	?	14%	-8	-6%	114%[activator]	-4%
COc1cc(OC)c(OC)cc1CNC(=O)c1cccc(S(=O)(=O)N2CCc3ccccc3C2)c1	nt	?	?	nt	nt	1%	-9%
FC(F)(F)c1ccc(-c2noc(CN3CCCN(C4CCCCC4)CC3)n2)cc1	-1	9.3µM*	?	-15	-6%	7%	5%
COC(=O)C1=C(NC(=O)c2cccs2)CCS1	-6	9.3µM*	?	-6	-1%	nt	nt
COc1ccc(C2CC(=O)c3cnc(NC(=O)c4ccccc4)nc3C2)cc1OC (centres undefined)	-2	?	-25%	20	2%	20%	2%
Cc1ccc(-c2csc(N(CC3CCCO3)C(=O)c3ccco3)n2)cc1 (centres undefined)	23*	?	?	40*	1%	-1%	-1%
COc1ccc(C2=NOC(CNC(N)=S)C2)cc1 (centres undefined)	36*	2.6µM*	i	57*	-3%	-4%	0%
COC(=O)C1=CN(c2ccc(OC)cc2)C=C(C(=O)OC)C1c1cccc(F)c1	-2	-6%	?	-2	10%	51%[activator]	2%
CN(C)c1ccc(CNC(=O)CN(C)S(=O)(=O)c2cccc3cccnc23)cc1	3	?	nt	-9	6%	-8%	1%
Cc1c(NC(=O)C2CCN(S(=O)(=O)c3ccccc3)CC2)c(=O)n(-c2ccccc2)n1C	-4	?	-4%	14	0%	-9%	5%
O=C(NCC(c1cccnc1)N1CCOCC1)Nc1ccccc1 (centres undefined)	-3	56%[activator]	9%	10	-1%	-7%	5%
COc1ccc(Cc2nnc(NS(=O)(=O)c3ccccc3)s2)cc1	1	nt	7%	-3	-4%	?	-9%
COc1ccccc1NC(=O)Nc1nc(CC(=O)N2CCN(c3ccc(F)cc3)CC2)cs1	nt	?	9.3µM*	nt	nt	-23%	0%
O=C(NC(Cc1cccc(F)c1)C(=O)O)C1CCCCC1 (centres undefined)	nt	19%	21%	nt	nt	-1%	1%
CCC(C)n1c(C)cc(C(N)=O)c1C (centres undefined)	6	-11%	14%	14	-2%	-4%	1%
CC1CN(Cc2nc3c(c(=O)[nH]c(=O)n3C)n2CCN2CCOCC2)CC(C)O1 (centres undefined)	-4	nt	50%[activator]	12	0%	3%	1%
CCc1nnc(NC(=O)C2CCN(c3ncnc4sc(C)c(C)c34)CC2)s1	nt	41%[activator]	36%[activator]	nt	nt	-6%	-10%
COc1cccc(N2CC(C(=O)Nc3nnc(SCc4ccccn4)s3)CC2=O)c1 (centres undefined)	9	?	?	8	1%	7%	-15%
C=C(C)CSc1nc2c(c(=O)[nH]c(=O)n2C)n1CCC(C)C	-7	146%[activator]	nt	-28	18%	7%	-3%
Cc1cccnc1CN1CCN(Cc2nc(C(c3ccccc3)c3ccccc3)no2)CC1	-1	?	?	-19	0%	51%[activator]	-4%
Cc1nn(Cc2ccccc2)c(Cl)c1C(=O)NC1CCCc2ccccc21 (centres undefined)	3	?	-19%	15	2%	-3%	-5%
COc1ccc(C(=O)N/N=C(\C)CC(=O)Nc2cccc(C(F)(F)F)c2)cc1	39*	-13%	1%	81*	7%	97%[activator]	-3%
O=C(Nc1nnc(Cc2ccccc2)s1)Nc1ccccc1F	10	15µM*	-39%	-2	-5%	1%	-3%
COc1ccc(C2C3=C(CC(c4ccco4)CC3=O)Nc3ccccc3N2C(C)=O)cc1 (centres undefined)	-2	-25%	-2%	19	2%	1%	-2%
CCCN1CCC2(CC1)C(C#N)=C(N)Oc1c2sc2nc(C)cc(C)c12	-3	?	?	3	2%	-1%	-19%
O=C(CSc1ncccc1C(=O)O)NCCC1=CCCCC1	19	-2%	18%	-1	1%	-4%	-2%
Cc1nn(C)cc1S(=O)(=O)NC1CCCC1	8	-23%	-2%	4	1%	19%	-1%
Cc1nn(-c2ccccc2)nc1CNC(=O)C(C)Cc1ccccc1 (centres undefined)	-2	2%	4%	-14	7%	-6%	-4%
COc1ccc(/C=N/OCC(=O)OCC(=O)N(C)c2ccccc2)cc1	nt	33%[activator]	10%	nt	nt	10%	-3%
O=C(COC(=O)[C@H](Cc1ccccc1)NC(=O)c1cccs1)Nc1cc(F)ccc1F	-3	-4%	-6%	-4	6%	-5%	-2%
CCOC(=O)NC(O)C(=O)c1ccc(F)cc1 (centres undefined)	2	?	-18%	-19	4%	-4%	-3%
CCc1noc(C)c1C(=O)Nc1nc2ccc(S(C)(=O)=O)cc2s1	nt	43%[activator]	-1%	nt	nt	-6%	-3%
COc1ccc(C(=O)CC(c2ccccc2)C2C(=O)CCCC2=O)cc1 (centres undefined)	9	?	nt	-1	1%	-1%	5%
C=CCn1cc(/C=N/N2C(=O)C3C4C=CC(C4)C3C2=O)c2ccccc21 (centres undefined)	13	-1%	15%	-9	0%	-3%	3%
CC1=CC(C)(C)n2c(O)c(N=NC(N)=S)c3cc(C)cc1c32	-2	-8%	?	-9	0%	5%	0%
COc1ccc(C(=O)N/N=C(\C)CC(=O)Nc2ccc(N(C)C)cc2)c(OC)c1	19	?	-25%	nt	6%	-22%	-5%
CCN(CC)c1ccc(NC(=O)c2nc3nc(C)cc(C(F)F)n3n2)cc1	6	?	?	3	-1%	-16%	-7%
O=C1NC(=O)c2cc(NC(=O)C3CCCO3)ccc21 (centres undefined)	-4	?	nt	-9	-3%	2%	5%
CC(=O)Cc1nsc(NC(=O)c2ccc(-c3ccc(Cl)c(C(F)(F)F)c3)o2)n1	-1	21%	0%	20	0%	78%[activator]	-2%
N#C/C(=C\c1ccc(OCc2ccc(Cl)cc2)cc1)C(=O)Nc1cccc(C(=O)O)c1	18*	13%	22%	34*	3%	2%	5%
N#Cc1cccc(NC(=O)CSc2nnc(C3CC3)n2C2CC2)c1	nt	2%	9%	nt	nt	0%	0%
CC1=NN2C(=N)/C(=C\c3cc(C)n(-c4cccc(C)c4)c3C)C(=O)N=C2S1	-1	?	?	-9	5%	20%	3%

# Quoted at random: three entries already listed
SMILES	Cycloheximide cs	Pf growth 96h	Pf growth 48h	Shiga toxin inh	LmPK inh	AMA1-RON2 inh	TbPYK inhibitor
O=C(CSc1ncccc1C(=O)O)NCCC1=CCCCC1	19	-2%	18%	-1	1%	-4%	-2%
O=C(Nc1nnc(Cc2ccccc2)s1)Nc1ccccc1F	10	15µM*	-39%	-2	-5%	1%	-3%
Cc1nn(-c2ccccc2)nc1CNC(=O)C(C)Cc1ccccc1 (centres undefined)	-2	2%	4%	-14	7%	-6%	-4%

# Other entries follow.
SMILES	Cycloheximide cs	Pf growth 96h	Pf growth 48h	Shiga toxin inh	LmPK inh	AMA1-RON2 inh	TbPYK inhibitor
Cc1ccc(NC(=O)CN2C(=O)CSc3ccc(S(=O)(=O)N4CCCCC4)cc32)cc1	11	-1%	?	-2	-4%	-20%	1%
CCCCOc1ccc(C2(C)CC(=O)NC2=O)cc1 (centres undefined)	22*	nt	25%	78	-1%	-2%	-10%
Fc1ccc(-c2nnc(CSc3nnc(-c4cccs4)o3)o2)cc1	10	65%[activator]	nt	28	1%	32%[activator]	-10%
O=C(COC(=O)c1ccccc1)Nc1ccccc1N1CCOCC1	-4	-41%	13%	1	-3%	3%	0%
Cc1cc2cc(CCNC(=O)c3ccc(S(=O)(=O)N4CCOCC4)cc3)c(=O)[nH]c2cc1C	-1	8.3µM*	?	24	8%	-2%	3%
O=C(Nc1ccccc1Br)C1CC(=O)N(c2ccc3c4c(cccc24)CC3)C1 (centres undefined)	0	32%[activator]	1%	-5	-1%	-1%	1%
CCCS(=O)(=O)N1CCCC(C(=O)N2CCN(C(=O)OCC)CC2)C1 (centres undefined)	-3	?	7%	-11	-1%	-4%	-1%
COc1cc(C)cc2oc(=O)c(CC(=O)N3CCN(C(=O)C4COc5ccccc5O4)CC3)c(C)c12 (centres undefined)	-10	1%	?	2	10%	-2%	6%

# High-throughput results: PubChem BioAssay, National Center for Advancing Translational Sciences (NCATS)
